# Screening results deposited in PubChem by several laboratories.
# Measles CPE: compounds protecting cells from measles virus cytopathic effect, primary screen, measles RdRp inhibitor project, single point, MLSMR library, absorbance. Measles virus-infected cells, CPE protection. AID 841, 2007. hit rate 1.5% among 140,000. protection (pct of control), % at 4 µM; in the data active means protection mostly above about 24%, no sharp cut-off; inactive means mostly below about 26%; further: some compounds called inactive have numbers as strong as hits
# MRP-1 activ: H69AR viability gain despite doxorubicin, primary screen, MRP-1 activator project, H69AR cells, CellTiter-Glo; viability increase, % at 10 µM; AID 799, 2007; viability rescue; hit rate 0.61% among 140,000;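 active means viability gain under doxorubicin at or above a set limit, the compound median plus 3 SD, cut at about 4.7% in these data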;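 further: MRP-1 overexpressing cells given doxorubicin 25 µM after compound pretreatment; 18-22 h compound pretreatment then 72 h with doxorubicin before readout; 0% = doxorubicin-only wells and 100% = vehicle-treated cells without doxorubicin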
# Yeast growth inh: growth inhibitors of yeast BB579 in restrictive medium, primary screen, yeast lifespan-shortening project, S. cerevisiae | OD615, 48 h | inhibition, % at 10 µM | hit rate 0.51% among 140,000;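 active means inhibition above a set limit, 3 SD over the mean compound inhibition, cut at about 44% in these data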; further: inactives centre near -24
#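 Test system: Saccharomyces cerevisiae DeaD strain BB579, replicative lifespan model yeast | Buffer or medium: Restrictive CSMM-D medium | Doses: One dose, 10 µM compound with 0.25% DMSO | Incubation: 48 h exposure, 30 °C | Detection: Culture absorbance at 615 nm | Control set: Amphotericin B at 10 µg/mL as positive control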
# Phagocyt inh: inhibitors of macrophage phagocytosis, primary screen, imaging, J774A.1 cells, IgG beads. J774A.1 macrophage IgG-bead phagocytosis. AID 1029, 2008. inhibition, % at 5 µM. hit rate 0.07% among 110,000;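 active means inhibition above the mean of the plate negative controls plus 5 SD, cut at about 13% in these data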;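 further: phagocytic index as fraction of beads internalized from green versus red external bead signal; plate controls were DMSO negative control for no effect and cytochalasin-D positive control for full effect; some results beyond the cut were filed as inactive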
# HCT116 bCat-KO: primary screen for growth suppressors in beta-catenin knockout HCT116 cells (colon tumor, human); hit rate 1.5% among 140,000; AID 818, 2007; viability, % at 10 µM; HCT116 beta-catenin knockout viability, CellTiter-Glo, 60 h; hits give low values;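 active means viability at or under a set limit, the compound median less 4 SD, cut at about 6% in these data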;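 further: 0% = Hyamine 1622 control at 20 µM and 100% = untreated cell control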
# HCT116 PTEN-null: growth suppression of PTEN-null HCT116, primary screen, cell-based, CellTiter-Glo | HCT116 PTEN-null viability, 60 h; hits give low values | hit rate 1.2% among 140,000 | AID 827, 2007 | viability, % at 10 µM;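 active means viability at or below a set limit, 4 SD under the median of all tested compounds, cut at about 3.7% in these data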;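 further: PTEN knockout HCT116 line with beta catenin targeted HCT116 as companion control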
# Yeast lifespan up: compounds extending yeast replicative lifespan, primary screen, S. cerevisiae, OD615 | S. cerevisiae growth with nicotinamide; deaD strain in restrictive glucose medium | inhibition of the nicotinamide effect, % at 10 µM | hit rate 0.68% among 130,000 | AID 775, 2007;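 active means inhibition above a set limit, placed 3 SD over the median of all compounds, cut at about 26% in these data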;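 further: 0% = nicotinamide-treated wells and 100% = cells grown without nicotinamide; some compounds called inactive have numbers as strong as hits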
#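 Material: Modified budding yeast, DeaD strain | Medium: Restrictive glucose medium | Probe or stimulus: 1.5 mM nicotinamide | Dosing: Single dose 10 µM compound, 0.25% DMSO | Times: 48 h at 30 °C | Technique: OD615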
# NPY-Y2 antag: NPY-Y2 receptor antagonists, primary screen, cell-based; Neuropeptide Y receptor type 2 (Homo sapiens), P49146; hit rate 0.99% among 140,000; inhibition, % at 2.7 µM; NPY-Y2 expressing cells, antagonist mode; in the data active means inhibition above about 17%;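 further: 0% = vehicle with agonist challenge and 100% = reference antagonist with challenge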
# Target sequence (P49146 whole entry, looked up): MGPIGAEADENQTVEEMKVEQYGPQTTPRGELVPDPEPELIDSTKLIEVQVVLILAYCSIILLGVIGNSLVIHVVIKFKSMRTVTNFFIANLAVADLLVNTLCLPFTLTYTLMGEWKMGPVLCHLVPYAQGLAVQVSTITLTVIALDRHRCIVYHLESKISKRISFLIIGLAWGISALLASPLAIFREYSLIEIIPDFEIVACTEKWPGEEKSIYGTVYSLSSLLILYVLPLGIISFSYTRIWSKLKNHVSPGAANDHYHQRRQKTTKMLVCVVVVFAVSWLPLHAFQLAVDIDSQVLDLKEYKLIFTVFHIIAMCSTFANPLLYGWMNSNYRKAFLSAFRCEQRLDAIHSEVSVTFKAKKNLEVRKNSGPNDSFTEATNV
# GALR2 blocker: GALR2 antagonists in receptor-expressing cells, primary screen. Galanin receptor type 2 (Homo sapiens), O43603. antagonist mode. inhibition, % at 4 µM. hit rate 0.39% among 140,000. AID 828, 2007; in the data active means inhibition above about 27%;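 further: cells stimulated with galanin 1-16 at roughly its EC80; 0% = agonist challenge control and 100% = basal control without agonist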
# Target sequence (O43603 whole entry, looked up): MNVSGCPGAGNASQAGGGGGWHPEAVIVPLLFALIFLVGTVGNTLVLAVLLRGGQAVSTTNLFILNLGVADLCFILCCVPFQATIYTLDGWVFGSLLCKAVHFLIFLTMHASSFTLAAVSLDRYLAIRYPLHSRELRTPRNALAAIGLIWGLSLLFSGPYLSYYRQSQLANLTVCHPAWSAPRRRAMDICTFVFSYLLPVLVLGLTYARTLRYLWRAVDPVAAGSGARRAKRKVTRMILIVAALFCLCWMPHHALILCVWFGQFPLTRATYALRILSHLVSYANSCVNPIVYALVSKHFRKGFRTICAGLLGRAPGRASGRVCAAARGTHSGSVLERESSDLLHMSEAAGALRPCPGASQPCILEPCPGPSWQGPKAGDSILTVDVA
# E-sel TNF inh: E-selectin induction blockers in HUVEC – imaging, immunofluorescence, high content, primary screen; HUVEC TNFa-induced E-selectin immunofluorescence; inhibition, % at 2 µM; hit rate 0.71% among 120,000; AID 1246, 2008;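 active means inhibition above the batch mean plus 3 SD, and confirmed as a hit on visual image review, cut at about 43% in these data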;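 further: 0% = TNF-stimulated DMSO wells and 100% = unstimulated control wells; not every result past the cut was called active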
# The depositor's hits bear a star; x = no result given. Outcome played no part in choosing rows (roughly 6.4% active in at least one column).
cpd	compound	Measles CPE	MRP-1 activ	Yeast growth inh	Phagocyt inh	HCT116 bCat-KO	HCT116 PTEN-null	Yeast lifespan up	NPY-Y2 antag	GALR2 blocker	E-sel TNF inh
1	CCCCCCNC(=O)CC(NS(=O)(=O)c1ccc(NC(C)=O)cc1)C(C)C (stereo unspecified)	17	-0.2	-15	-4	94	88	-8	-1	9	-27
2	CCN(CC)S(=O)(=O)c1ccc(NC(=O)c2ccc(N(C)S(C)(=O)=O)cc2)cc1	2	0.1	-52	x	15	24	x	4	-2	13
3	C=CCn1c(-c2cc(Cl)ccc2OC)n[nH]c1=S	7	-3.0	-44	1	104	105	-1	0	-20	x
4	CCCCC(NS(=O)(=O)c1ccc(OC)cc1)C(=O)O (stereo unspecified)	13	-0.6	-33	0	103	101	-6	6	-4	-10
5	CC1CCc2c(sc3nc(CN4CCOCC4)nc(NS(=O)(=O)c4cccc([N+](=O)[O-])c4)c23)C1 (stereo unspecified)	10	-2.6	-44	0	86	81	-20	0	-1	x
6	CN(CC(=O)NC(=O)NCc1ccco1)Cc1nc2ccccc2c(=O)[nH]1	7	-1.0	-19	0	100	87	-6	0	7	6
7	CC(=O)Nc1nonc1-c1ccccc1	32	0.4	-13	-1	99	109	-2	3	-3	x
8	O=C(COC(=O)COc1ccc(Br)cc1)NCCC1=CCCCC1	9	-0.5	-40	-6	97	94	-1	2	6	12
9	COc1cc(/C=C/C(=O)c2ccc(NS(=O)(=O)c3ccc(C)cc3)cc2)ccc1OC(F)F	5	-5.1	-38	0	4.8*	2.9*	5	9	8	x
10	C=CCn1c(COc2ccc3c(c2)CCCC3)nnc1SCC(=O)Nc1cccc(SC)c1	10	-0.2	-17	x	92	78	-9	0	-10	-20
11	CCOC(=O)C1CCN(c2nc3ccccc3nc2C(C#N)C(=O)NCCc2ccccc2)CC1 (stereo unspecified)	2	-1.4	-16	x	85	82	-8	1	-17	-10
12	O=C(CSc1nnc(-c2ccccc2)o1)NC1CCS(=O)(=O)C1 (stereo unspecified)	11	-1.8	-21	-8	88	87	0	4	-13	x
13	CCOC(=O)N1CCC(NC(=O)CCc2c(C)nc3c(c(C)nn3C(C)(C)C)c2C)CC1	8	-1.4	-23	-1	75	65	-18	5	-6	11
14	O=C1NCCc2c1[nH]c1c(Cl)ccc(Cl)c21	3	-4.7	-17	-1	82	67	-22	1	0	18
15	CC1CCCCN1C(=O)Cc1ccc(Cl)cc1 (stereo unspecified)	6	-2.9	-1	1	97	92	-2	2	-8	-3
16	CC(C)(C)NS(=O)(=O)c1ccc(CCC(=O)Nc2ccc3c(c2)OCO3)cc1	17	-3.8	-15	0	84	88	-4	-3	4	5
17	CCOc1ccc(Br)cc1S(=O)(=O)Nc1cccc(S(=O)(=O)N(C)C)c1	12	0.5	-9	-4	85	93	0	1	17	x
18	COc1ccccc1NC(=O)CCCc1c[nH]c2ccccc12	4	-2.2	-29	-1	101	93	-8	4	5	3
19	COc1ccc(C(=O)N/N=C/C(C)c2ccccc2)cc1OC (stereo unspecified)	x	-0.7	0	-1	91	93	-10	0	0	-6
20	COC(=O)C1CCN(C(=O)COC(=O)Cc2c[nH]c3ccccc23)CC1	21	-2.1	-31	1	81	x	-11	0	15	x
21	O=c1sc(Nc2ccccc2)nc2ccsc12	24	-1.0	-35	-1	101	94	-13	5	14	10
22	O=C(NCc1ccncc1)Nc1ccccc1Cl	20	-2.7	-28	-1	98	92	-2	3	12	x
23	CCCCCCCCS(=O)C1CCS(=O)(=O)C1 (stereo unspecified)	12	-1.0	13	-1	89	94	-2	4	2	13
24	COC(=O)c1cn(NC(=O)C2CCC(C(C)(C)C)CC2)c(=O)c2ccccc12 (stereo unspecified)	9	-0.7	-39	x	91	96	-31	3	-9	x
25	CC(C(=O)c1ccc(-c2ccccc2)cc1)[n+]1ccccc1 (stereo unspecified)	4	-4.7	12	-1	24	25	-10	10	-3	-5
26	O=C(Nc1ccccc1)N(Cc1cccs1)C1CCCC1	9	-3.1	3	-1	98	96	-7	4	7	-2
27	Fc1cccc(Cl)c1CSc1nnc(CN2CCOCC2)n1-c1ccccc1	7	-0.9	-32	-1	98	106	-3	-2	-9	-1
28	COc1ccc2[nH]c(=O)c(CNc3ccccc3)cc2c1	1	-4.8	9	0	86	69	-6	0	-3	26
29	COc1cccc(OCCNc2cc(Cl)ccc2[N+](=O)[O-])c1	8	1.8	-9	0	75	71	-4	7	6	-32
30	O=C(Cn1cncn1)NCc1cccc2ccccc12	9	-2.1	1	x	87	84	-9	-2	-9	64*
31	C=CCn1c(SCc2csc(C)n2)nc2sc3c(c2c1=O)CCC(C)C3 (stereo unspecified)	4	-2.8	-29	x	58	55	x	8	-5	-2
32	CCOc1cc(S(=O)(=O)N2CC=C(c3ccc(F)cc3)CC2)c(OCC)cc1-n1cnnn1	11	-2.4	-71	1	38	34	-2	1	-9	x
33	CC(C)OC(=O)CN1C(=O)C(=O)c2ccccc21	9	-5.2	39	x	67	76	x	-1	10	-3
34	COc1ccccc1-c1c(C(F)(F)F)oc2cc(OS(C)(=O)=O)ccc2c1=O	12	-2.0	-17	-6	19	16	3	7	-6	x
35	CC1=C(C(=O)N2CCOCC2)C(c2ccccc2F)C2=C(CCCC2=O)N1 (stereo unspecified)	7	-1.3	-17	-1	103	83	-9	-2	0	-30
36	COCCN(Cc1cc2cc3c(cc2n2nnnc12)OCO3)C(=O)c1ccccc1F	13	-1.6	-44	0	94	82	-3	3	10	-1
37	O=C(NC1=NCCS1)c1ccncc1	13	-0.6	-29	-1	77	90	-12	-1	7	x
38	CC(C)(C)NC(=O)COC(=O)CNC(=O)c1cc(Cl)cc([N+](=O)[O-])c1	18	-0.1	-25	-5	101	89	-3	1	2	x
39	Cc1nn(CC(=O)NCc2cccc3ccccc23)c(=O)c2ccccc12	12	-4.3	-34	x	67	48	-6	3	-3	-4
40	CCc1cccc(OCCCN2C(=O)NC(C)(C)C2=O)c1	18	-4.4	-18	-2	87	93	-2	-1	-14	x
41	Cc1cc(C(=O)N/N=C/C=C/c2ccccc2)c(C)o1	0	-0.3	-29	-11	92	95	-4	-2	6	5
42	COc1ccc(C(=O)CC(Nc2ccc([N+](=O)[O-])cc2)c2ccc(Cl)cc2)cc1 (stereo unspecified)	1	-2.0	-44	0	17	10	-7	2	9	-22
43	CCN(c1ccccc1)S(=O)(=O)c1cc(C(=O)Nc2ccccc2Cl)ccc1F	x	-0.5	5	x	87	81	2	4	6	x
44	O=C(c1cccs1)n1nc(-c2ccc(Cl)cc2)nc1NCc1ccco1	3	0.4	-37	x	44	56	-3	-2	14	21
45	O=C1NCCCC1C(=O)NCCNC(=O)C(F)(F)F (stereo unspecified)	0	0.6	-19	0	80	91	-10	2	9	-27
46	NNC1=N[C@H]2CS(=O)(=O)C[C@H]2S1	5	-0.8	-21	x	99	91	2	1	-12	x
47	CCCOc1ccc(C(=O)NC(=S)Nc2nc3ccccc3s2)cc1	6	-4.1	-39	2	98	89	-5	0	-1	-20
48	Cn1c(=O)c2c(nc(N3CCCCCC3)n2CC(=O)c2ccc(Br)cc2)n(C)c1=O	6	-1.0	-84	6	91	105	3	1	7	-47
49	Cc1ccc(S(=O)(=O)/N=C(\c2ccccc2)N(C)S(=O)(=O)c2ccccc2)cc1	3	-1.1	-33	1	100	101	3	6	14	-8
50	O=C(O)c1ccc(CS(=O)c2cccc(C(F)(F)F)c2)o1 (stereo unspecified)	13	-0.1	-69	x	98	102	-2	-2	-8	-14
51	COc1ccccc1/C=C1\NC(=S)N(CC2CCCO2)C1=O (stereo unspecified)	7	-1.8	-35	1	100	85	-21	5	-3	11
52	CC(C)C(NC(=O)OCc1ccccc1)C(=O)O (stereo unspecified)	1	-0.2	-38	x	88	80	-1	9	5	-20
53	CC(C)C(=O)NCCc1nc2ccccc2n1CCOc1ccccc1	8	-3.1	4	-8	107	106	5	0	12	-5
54	COc1ccc(NC(=O)C2CCCN(S(=O)(=O)c3ccc(C)cc3)C2)cc1OC (stereo unspecified)	2	-0.2	-27	x	94	90	x	-1	0	8
55	N#Cc1ccccc1CSc1nc2ccsc2c(=O)n1Cc1ccccn1	10	-0.1	-15	-8	95	99	-2	2	0	x
56	Cc1ccc(N(C)C(=O)N2CCN(c3ccccn3)CC2)cc1	10	0.4	-2	-1	85	91	-5	3	8	x
57	c1ccc(N=P(c2nc3ccccc3o2)(N2CCOCC2)N2CCOCC2)cc1	8	-3.6	-10	0	107	95	-14	1	-4	-22
58	COc1cc(NC(=O)CN2C(=O)c3ccccc3C2=O)c(C(=O)O)cc1OC	5	-1.6	-11	0	99	98	2	1	-6	-15
59	CCOC(=O)c1c(C)[nH]c(C)c1C(=O)COC(=O)c1c(OC)cccc1OC	4	-3.0	-63	-3	85	88	2	2	-3	0
60	Cc1c(NC(=O)c2cc(CC(C)C)on2)c(=O)n(-c2ccccc2)n1C	18	1.6	-11	0	99	85	-5	2	6	16

# More results.
cpd	compound	Measles CPE	MRP-1 activ	Yeast growth inh	Phagocyt inh	HCT116 bCat-KO	HCT116 PTEN-null	Yeast lifespan up	NPY-Y2 antag	GALR2 blocker	E-sel TNF inh
61	CC(=O)NC(c1ccc(F)cc1)c1cccnc1 (stereo unspecified)	7	-2.1	-22	x	97	94	x	2	4	-5
62	COc1ccc(C2CC(c3ccc(C)cc3)Nc3ncnn32)cc1 (stereo unspecified)	3	0.0	-36	-1	89	102	-3	6	16	-7
63	CCSc1nnc(-c2ccc(Cl)cc2)c2ccccc12	2	0.6	-9	x	45	47	-6	5	5	-40
64	COc1ccc(Br)cc1CN(C)CC(=O)Nc1cc([N+](=O)[O-])ccc1OC	5	-0.5	-38	-13	85	79	-5	6	9	-72
65	CCCCOCC(O)Cn1c(C)nc2ccccc21 (stereo unspecified)	5	-0.1	-54	0	93	88	0	1	11	22
66	COCCn1c(C(C)C)nc2sc3ccccc3c(=O)c2c1=O	17	-0.4	-32	-2	93	101	-11	0	3	-15
67	CCOc1ccc(-n2c(C)nc3cc(C(=O)NCc4ccco4)ccc32)cc1	4	-2.2	-37	-3	99	99	-8	4	-2	7
68	CN(C)c1ccc(N=Nc2ccccc2C(=O)OCC(=O)N2CCCC2)cc1	4	-4.1	-20	-12	87	92	1	-1	8	6
69	Cc1ccc([N+](=O)[O-])cc1NC(=O)CN(C(=O)c1ccccc1Cl)C1CCCCC1	6	-2.6	-27	-8	69	66	10	26*	5	-9
